# Scp-1 inhibitor = inhibitors of human Scp-1 phosphatase. Recombinant Scp1, phosphopeptide, malachite green phosphate absorbance. inhibition, % at 20 µM. actives 0.88% (n = 340,000);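 active means inhibition above about 50% at 20 µM, limit read from the data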;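 further: plate controls were DMSO wells with enzyme for no effect and wells lacking enzyme for full effect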
# Target sequence (Q9GZU7 76-261 limits assumed): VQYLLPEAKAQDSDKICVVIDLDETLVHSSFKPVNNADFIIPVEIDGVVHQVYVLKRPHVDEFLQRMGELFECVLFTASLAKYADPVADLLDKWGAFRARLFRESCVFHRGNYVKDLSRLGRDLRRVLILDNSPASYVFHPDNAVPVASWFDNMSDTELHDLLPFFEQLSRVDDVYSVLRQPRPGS
#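 Assay system: SCP-1 catalytic fragment, aa 76-261 | Buffer or medium: Tris acetate buffer pH 5.5 with MgCl2 and Tween-20 | Compound: One concentration, 20 µM, with 1.0% DMSO | Also added: Phospho 17-mer peptide substrate | Signal: Absorbance at 630 nm | Incubation: 45 min enzyme reaction at room temperature | Measure: % inhibition of SCP-1 phosphate liberation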
# bovine MsrA act = activators of bovine methionine sulfoxide reductase A | AID 602163 | purified bovine MsrA, absorbance read-out | actives 0.3% (n = 360,000) | activation, % at 10.6 µM; in the data active means activation above about 7.5%;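 further: 0% = vehicle and 100% = reference activator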
# TbMetRS inhib = Trypanosoma brucei MetRS inhibition; purified T. brucei MetRS, ATP depletion, Kinase-Glo luminescence; inhibition, % at 11.9 µM; actives 0.4% (n = 360,000); AID 624268;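 active means inhibition above a per-plate cutoff of the control wells' mean inhibition plus 3 SD, cut at about 5.5% in these data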;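 further: 0% = DMSO wells median and 100% = median of wells with control inhibitor compound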
#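 Test system: purified T. brucei MetRS enzyme. Also added: ATP, methionine and E. coli bulk tRNA substrates. Compound: 11.9 µM single point. Schedule: 15 min enzyme-compound preincubation, 2 h reaction, 10 min detection, 25 °C. Signal: luciferase luminescence of residual ATP, Kinase-Glo. Evaluation: percent inhibition versus plate control medians. Controls: DMSO wells, low control.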
# SUMO1 PPI mod = alters human SUMO1 binding to SIM partners | actives 0.33% (n = 360,000) | inhibition, % at 20 µM | P63165 | SUMO1 binding to a labelled peptide, TR-FRET, 1 h | AID 602429; in the data active means inhibition above about 37%
# Target sequence (P63165 whole entry, looked up): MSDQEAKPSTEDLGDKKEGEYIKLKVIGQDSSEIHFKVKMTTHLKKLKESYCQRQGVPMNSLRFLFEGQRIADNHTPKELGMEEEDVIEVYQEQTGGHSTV
# MsrA inhibitor = inhibits bovine methionine sulfoxide reductase A. purified bovine MsrA, absorbance read-out. inhibition, % at 15.5 µM. actives 0.75% (n = 360,000). AID 651718; in the data active means inhibition above about 4.5%;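 further: 0% = vehicle wells with enzyme and 100% = reference inhibitor wells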
# E coli Lon inh = inhibits E. coli Lon protease; P0A9M0; purified E. coli Lon protease, fluorescence polarization; inhibition, % at 7.94 µM; actives 0.42% (n = 360,000); in the data active means inhibition above about 13%, passing the limit was not always enough;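 further: 0% = enzyme with probe and DMSO and 100% = no enzyme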
# STEP inh = STEP (human) phosphatase inhibition; recombinant STEP, OMFP fluorogenic substrate, fluorescence; inhibition, % at 20 µM; actives 0.25% (n = 360,000); AID 588621;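 active means inhibition at 20 µM, scaled per plate between control wells, above about 37%, limit read from the data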;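 further: 0% = DMSO with enzyme and substrate and 100% = substrate only without enzyme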
# Target sequence (P54829 whole entry, looked up): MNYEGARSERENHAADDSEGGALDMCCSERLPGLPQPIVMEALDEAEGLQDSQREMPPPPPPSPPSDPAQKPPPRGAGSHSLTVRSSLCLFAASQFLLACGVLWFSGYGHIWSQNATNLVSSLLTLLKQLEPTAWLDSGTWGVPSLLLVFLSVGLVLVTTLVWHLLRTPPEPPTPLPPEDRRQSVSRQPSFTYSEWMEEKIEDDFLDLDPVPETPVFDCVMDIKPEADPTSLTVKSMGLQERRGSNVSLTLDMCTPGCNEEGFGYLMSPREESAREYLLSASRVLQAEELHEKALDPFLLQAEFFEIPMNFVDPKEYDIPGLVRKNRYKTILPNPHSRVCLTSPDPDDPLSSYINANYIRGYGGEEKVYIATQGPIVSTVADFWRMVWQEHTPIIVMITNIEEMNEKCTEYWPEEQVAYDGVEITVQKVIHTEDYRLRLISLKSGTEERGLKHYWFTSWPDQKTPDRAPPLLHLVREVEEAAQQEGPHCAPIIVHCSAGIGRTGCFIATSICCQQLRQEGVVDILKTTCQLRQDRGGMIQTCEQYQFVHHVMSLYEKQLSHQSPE
#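 material = STEP tyrosine phosphatase | reagent = fluorogenic phosphatase substrate OMFP at 25 µM final | doses = single compound dose of 20 µM, 1% DMSO final | schedule = 20 min reaction, room temperature, in the dark | measured by = fluorescence, 480/540 nm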
# LMPTP block = blocks human LMPTP phosphatase; recombinant LMPTP-A, OMFP fluorogenic substrate, fluorescence intensity; inhibition, % at 20 µM; actives 0.22% (n = 360,000); P24666;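 active means compounds that cut the enzyme signal by at least half of the control window in the single-dose screen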;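 further: plate controls were DMSO wells with enzyme plus substrate for no effect and substrate without enzyme for full effect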
# Target sequence (P24666 whole entry, looked up): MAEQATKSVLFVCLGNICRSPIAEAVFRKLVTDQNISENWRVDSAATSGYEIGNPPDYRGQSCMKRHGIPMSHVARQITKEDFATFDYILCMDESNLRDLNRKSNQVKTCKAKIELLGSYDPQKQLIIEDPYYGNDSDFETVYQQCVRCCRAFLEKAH
#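 Test system – LMPTP-A phosphatase enzyme · Quantity – 0.625 nM LMPTP-A final · Reagent – OMFP substrate, 400 µM final · Dosing – one test concentration per compound, 20 µM, with 3% DMSO overall · Timing – 50 min enzyme reaction at room temperature, protected from light · Detection – fluorescence intensity · Controls – substrate-only low control, DMSO enzyme-plus-substrate high control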
# DNMT1 block = inhibitors of human DNMT1; P26358; DNMT1 molecular beacon, Hinp1I cleavage, fluorescence; inhibition (reported as % activation of signal), % at 10 µM; actives 0.83% (n = 360,000); in the data active means inhibition above about 50%
# CendR NRP1 mod = modulators of CendR peptide binding to human neuropilin-1 | O14786 | FAM-RPARPAR peptide binding to NRP-1, fluorescence polarization | inhibition, % at 25 µM | actives 0.85% (n = 360,000) | AID 602438;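 active means inhibition or corrected inhibition above about 18%, plus a signal ratio from 0.5 to 1.5, limit read from the data, passing the limit was not always enough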; further: strong numbers were not always called active
# * = called active by the depositor; . = not tested or not shown.
# Results follow in this order: Scp-1 inhibitor	bovine MsrA act	TbMetRS inhib	SUMO1 PPI mod	MsrA inhibitor	E coli Lon inh	STEP inh	LMPTP block	DNMT1 block	CendR NRP1 mod
1: CCOC(=O)Cc1nn(Cc2ccc(Cl)cc2)c(=O)c2ccccc12
  -6	-8	-0.5	1	-0.6	1	-2	0.4	6	-6
2: COc1ccc(CC(NC(C)=O)C(=O)NC2CCN(c3nc(C)cc(C)c3C#N)CC2)cc1 (centres undefined)
  -6	-6	-0.8	-2	-0.8	3	-1	-0.3	2	-5
3: COC(=O)C1=C(O)/C(=C/c2ccc(OCC(=O)Nc3ccccc3)cc2)N=C1C
  -2	-3	0.0	-26	-0.4	-26	1	-0.4	-1	-19
4: Clc1ccc(C=NNc2ccccn2)c(Cl)c1
  5	-2	0.1	-5	0.2	-6	1	-0.6	7	1
5: Cc1cc(C)c2cc(C)c3nnc(SCC(=O)NCc4ccc5c(c4)OCO5)n3c2c1
  -5	-9	-1.2	15	-0.6	5	-2	0.6	-3	-10
6: CCCCNC(=O)C1(C)CCN1C(=O)c1ccc2sccc2c1 (centres undefined)
  .	-1	-0.2	-2	0.2	4	-2	-0.6	-2	4
7: Cc1cc(C(=O)NNC(=S)NCc2ccco2)n(C)n1
  -6	-7	-1.1	1	0.8	10	0	-1.5	0	-10
8: O=c1c(-c2ccccc2)n[nH]c2ccccc12
  -3	-5	-1.0	-21	3.2	-6	-7	-0.9	0	3
9: CCOC(=O)C1CCN(C(=O)c2cc(C)n(C(C)(C)C)n2)CC1
  -3	-1	-0.4	-3	0.6	0	0	-0.9	-9	3
10: CCn1c(Cc2ccccc2)nnc1SCc1nc2ccccc2c(=O)[nH]1
  -11	6	-0.3	-4	.	-10	2	-0.9	0	-10
11: COCCN(C(=O)COC(=O)CCS(=O)(=O)c1ccccc1)c1c(N)n(Cc2ccccc2)c(=O)[nH]c1=O
  1	-11	-0.8	5	0.4	4	1	-0.4	4	3
12: Cc1c(Cl)cccc1N1C(=O)CC(NNC(=O)c2ccc3c(c2)OCO3)C1=O (centres undefined)
  -5	-1	-0.3	-1	0.7	-3	-5	-0.6	-2	-17
13: CC(CN1CCCC1)OC(=O)C(c1ccccc1)c1ccccc1 (centres undefined)
  -5	-3	-0.8	5	-0.7	-5	-3	1.1	-2	-2
14: Cc1ccc(S(=O)(=O)NCCC(=O)OCC(=O)NCCc2ccccc2)cc1C
  -6	-2	-0.5	1	-0.1	-2	-1	0.4	3	22
15: O=C(O)COc1ccc(/C=N/NC(=O)C(O)(c2ccccc2)c2ccccc2)cc1
  3	-1	-0.6	-13	0.1	-2	0	0.8	3	3
16: O=C(COc1coc(CN2CCc3ccccc3C2)cc1=O)Nc1cccc(F)c1
  3	-1	0.2	-1	-1.3	-4	1	0.1	0	14
17: COc1cc(/C=N/NC(=O)c2sc(N)c(C#N)c2C)ccc1O
  1	-16	-1.0	-8	8.4*	1	2	0.3	-5	3
18: CCOC(=O)c1c(C)c(C(=O)Nc2ccc3c(c2)OCCO3)c(C)n1C
  -4	1	-0.3	2	0.2	0	0	-0.7	-14	-8
19: CCOC1=C2[C@@H](CN(S(=O)(=O)c3ccc(C)cc3)[C@H]2c2ccc(CC)cc2)[C@H]2C(=O)N(C)C(=O)[C@H]2C1
  .	-3	-0.8	3	-0.1	-7	1	0.1	-9	2
20: NC(=O)C(c1ccc(Br)cc1)c1ccc(C(=O)c2ccccc2)cc1 (centres undefined)
  -16	-1	0.1	6	0.8	-12	1	0.7	0	16

# An excerpt from above in order of SMILES length, high to low:
# Results follow in this order: Scp-1 inhibitor	bovine MsrA act	TbMetRS inhib	SUMO1 PPI mod	MsrA inhibitor	E coli Lon inh	STEP inh	LMPTP block	DNMT1 block	CendR NRP1 mod
10: CCn1c(Cc2ccccc2)nnc1SCc1nc2ccccc2c(=O)[nH]1
  -11	6	-0.3	-4	.	-10	2	-0.9	0	-10
7: Cc1cc(C(=O)NNC(=S)NCc2ccco2)n(C)n1
  -6	-7	-1.1	1	0.8	10	0	-1.5	0	-10
4: Clc1ccc(C=NNc2ccccn2)c(Cl)c1
  5	-2	0.1	-5	0.2	-6	1	-0.6	7	1

# (continued)
# Results follow in this order: Scp-1 inhibitor	bovine MsrA act	TbMetRS inhib	SUMO1 PPI mod	MsrA inhibitor	E coli Lon inh	STEP inh	LMPTP block	DNMT1 block	CendR NRP1 mod
21: O=C1CC2(CCCCCC2)Oc2ccc(Cl)cc21
  -8	-2	-0.2	2	0.1	-11	0	-0.2	2	-9
22: CCC1Sc2ccc(S(=O)(=O)CCC(=O)Nc3cc(C)ccn3)cc2NC1=O (centres undefined)
  2	-4	-0.6	4	0.2	3	1	-1.8	-2	9
23: CCOc1ccccc1N(CC(=O)Nc1ccc(S(=O)(=O)N2CCCC2)cc1)S(C)(=O)=O
  -5	-3	0.7	-3	0.8	-1	-2	-1.4	0	2
24: COc1ccc(N2CCN(C(=O)C3CCCN(S(=O)(=O)c4ccc(C)cc4)C3)CC2)cc1 (centres undefined)
  -8	-1	0.1	-2	-0.6	-10	0	1.1	1	1
25: O=C(CCc1nnc(CCCCc2ccccc2)o1)NCCN1CCCCC1=O
  -5	0	-0.3	-1	-0.2	1	-2	0.5	3	6
26: CCCCN=C1SC(C(=O)Nc2sc3c(c2C(=O)OC)CCC3)C(N)=C1C(=O)N1CCOCC1 (centres undefined)
  -6	-5	-0.5	-3	-1.3	-7	0	1.4	-5	-13
27: COc1cc(CC(NC(C)=O)C(=O)NC2CCN(c3nc(OC)nc(OC)n3)CC2)cc(OC)c1 (centres undefined)
  12	-1	-0.2	-1	0.9	0	4	-0.3	0	-20
28: CCOC(=O)C1CCN(c2c(NCCCN3CCN(Cc4ccccc4)CC3)c(=O)c2=O)CC1
  -6	-4	0.2	-4	-0.1	2	0	-2.6	0	-11
29: CC1=Nn2c(nnc2-c2n[nH]c3c2CCC3)SC1
  -3	-3	-0.3	4	0.6	3	-2	-1.2	1	7
30: COc1ccc(CCNC(=O)c2ccc(N3CCCCS3(=O)=O)cc2)cc1OC
  6	-7	-0.9	0	-0.3	3	-2	0.2	-3	5
31: CC(C)N(C(C)C)S(=O)(=O)c1ccc(NN)nc1
  -9	-8	-0.7	-5	-0.2	1	-1	0.2	-1	-3
32: Cc1cccc(C)c1NC(=S)NC(C)CCc1ccccc1 (centres undefined)
  11	-7	-0.7	0	0.1	-19	1	-0.3	7	22
33: O=C1COc2ccc(C(=O)COC(=O)CCSc3ccc(Cl)cc3)cc2N1
  1	-3	0.3	1	2.6	-10	0	1.7	2	12
34: COc1ccc(S(=O)(=O)Nc2ccccc2C(F)(F)F)cc1
  -4	-2	0.8	4	0.3	2	1	-1.1	1	-4
35: CCCCCCSc1nc2c(c(=O)[nH]c(=O)n2C)n1C
  -11	-1	-0.2	7	0.5	-2	-1	0.0	1	0
36: COc1cc(Nc2ccc(S(=O)(=O)N3CCN(C)CC3)cc2[N+](=O)[O-])cc(OC)c1
  -5	1	-0.2	-39	-0.4	-9	0	1.4	0	-9
37: C=CCc1ccccc1OCC(O)CN1CCN(c2ccc(OC)cc2)CC1 (centres undefined)
  -6	-1	0.2	-3	0.5	-2	-4	-0.7	-1	-9
38: O=C(NCc1ccc2c(c1)OCO2)C1CCC(CNS(=O)(=O)c2cccc3nsnc23)CC1 (centres undefined)
  -16	-1	0.1	-25	-0.8	-12	0	-0.1	4	7
39: CC1C(=O)N(Cc2cn(CC3CCCCC3)nn2)CCS(=O)(=O)N1Cc1ccc(-c2cccc(N(C)C)c2)cc1 (centres undefined)
  .	-2	-0.6	-1	-1.3	1	-2	2.3	-9	-7
40: COc1ccccc1CNC(=O)Cn1nc(C(F)(F)F)cc1C
  0	-6	-0.3	-2	-0.5	2	0	-0.5	0	-6
41: Cc1ccccc1N1CC(C(=O)Nc2nnc(SCc3ccccn3)s2)CC1=O (centres undefined)
  -6	6	-0.2	10	0.1	-1	-2	-0.1	-2	-18
42: Cc1sc2ncnc(SC(C)C#N)c2c1C (centres undefined)
  -4	-2	-0.4	0	-0.5	-5	0	0.0	3	-4
43: CCOC(=O)C1=C(C)N(C)C(=S)NC1c1c(OCC)ccc2ccccc12 (centres undefined)
  -2	-9	-1.6	-4	0.0	-1	2	-1.1	-16	-10
44: COc1ccc(NC(=O)c2cc3n(n2)C(C(F)(F)F)CC(c2ccco2)N3)cc1 (centres undefined)
  4	-1	-1.0	-1	-0.5	-3	-2	-1.4	-7	1
45: N#CCCN(C(=O)Nc1ccc(Cl)cc1)c1ccccc1
  -11	-2	-1.0	19	-0.3	-2	2	-1.3	0	-3
46: CCc1nc2c(OCC3CCCCC3)cccn2c1N(C)C(=O)c1ccccc1F
  .	1	-0.4	-2	-0.5	4	9	2.0	-11	-11
47: CCOC(=O)c1ccc(NC(=O)c2nc[nH]c2C(=O)N[C@@H](CCCCNC(=O)OC(C)(C)C)C(=O)OC(C)(C)C)cc1
  -9	-3	-0.2	-1	0.8	8	-2	3.0	-23	9
48: O=[N+]([O-])c1cccc(COc2ccccc2CN2CCCCC2)c1
  4	-2	0.2	-22	-0.8	-3	3	-0.6	7	14
49: CN(C)CCCN(C(=O)c1ccc2c(c1)CCCC2)c1nc2ccc(Cl)cc2s1
  9	-5	-0.1	1	-0.4	0	6	-0.9	12	10
50: COc1cc(NC(=O)CCCn2c(=O)oc3ccccc32)cc(OC)c1
  -18	0	-0.3	4	-1.8	-4	3	3.4	6	-1
51: CCc1nc2ccc(C(=O)Nc3cccc(OCC(=O)N(C)C)c3)cn2c1N(CC)CCOC
  .	-4	-0.4	-1	-0.6	5	5	1.4	4	-11
52: COc1cccc(-c2cc(C(F)(F)F)n3nc(C(=O)Nc4c(C)n(C)n(-c5ccccc5)c4=O)cc3n2)c1
  -3	-1	-0.6	-19	0.9	0	3	-0.6	0	-7
53: Cc1nn(Cc2ccccc2)c(C)c1CNC(=O)[C@H](C)N=C1NS(=O)(=O)c2ccccc21
  6	1	0.7	-2	-0.5	-2	-2	-0.5	-3	4
54: COc1cc2ccc(=O)oc2c(CC=C(C)C)c1OC
  -7	-2	-1.0	-4	0.6	-4	1	0.2	-12	0
55: CC(C)OCCCNC(=O)CN1C(=O)c2cccc3cccc1c23
  3	-13	-0.3	-10	1.2	-6	-2	-2.0	4	9
56: O=C1Nc2ccccc2-n2nnnc2C1N1CCN(C(=O)C2CCCO2)CC1 (centres undefined)
  .	.	-0.7	1	-0.2	.	.	-1.8	.	8
57: COc1ccc(C(=O)/C=C2\NCC3c4ccccc4CCN3C2=O)cc1 (centres undefined)
  -4	-6	-1.1	-3	1.0	-4	4	0.4	-3	-2
58: CC(O)(c1cccc(F)c1)c1nc(-c2cccc(F)c2)cs1 (centres undefined)
  .	-9	-0.6	-4	1.9	-11	-3	2.3	18	8

# Source: PubChem

# Hits appear at their usual frequency; 4.3% or so of the library scored in one or more.
